Source: PubChem (several laboratories)
proCasp3 act: activators of human procaspase-3 D3A mutant, primary screen, biochemical, absorbance, PC-3 D3A mutant, single concentration | Caspase-3 (Homo sapiens), P42574 | recombinant procaspase-3 D3A, Ac-DEVD-pNA absorbance 405 nm | activation, % at 8.5 µM | 0.11% of 330,000 active | AID 463141, 2010;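 active = activation above the mean of all tested compounds plus 3 SD, cut at about 21% in these data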;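 also: 0% = DMSO alone and 100% = DMSO wells spiked with extra 5 µM PC-3 D3A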
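System: Procaspase-3 D3A mutant. Medium: Zinc-free 300 mM NaCl, 50 mM HEPES, 0.01% Triton X-100. Schedule: 1 h preincubation plus 2 h reaction at 25 °C. Measured by: 405 nm absorbance of p-nitroaniline, reads at 0 and 120 min. Read-out: percent activation relative to control range.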
ZTA DNA inh: ZTA (EBV) inhibition in EBNA-1 counter-screen | 0.15% of 320,000 active | ZTA-DNA binding, fluorescence polarization | inhibition, % at 11 µM | P03206; in the data active = inhibition above about 33%
LAP4-GFP MLPCN: modulators of LAP4-GFP expression in yeast, primary screen, S. cerevisiae, multiplex flow cytometry, MLPCN library; 0.34% of 320,000 active; GFP response vs DMSO, % at 10 µM; 3 h; median GFP as percent of DMSO wells; AID 2023, 2009;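 active = GFP response vs DMSO above a set limit, about the screen mean plus 3 SD, cut at about 150% in these data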
EBNA-1 inhibitor: EBNA-1 DNA-binding inhibitors, primary screen, biochemical, fluorescence polarization; inhibition, % at 14.8 µM; AID 1950, 2009; 0.34% of 300,000 active; in the data active = inhibition above about 28%
MEP2 TOR yeast: modulators of MEP2-GFP levels in yeast, primary screen, S. cerevisiae, multiplex flow cytometry, MLPCN library. S. cerevisiae MEP2-GFP strain, 3 h; 100% = DMSO control level. GFP response vs DMSO, % at 10 µM. 0.51% of 330,000 active;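 active = GFP response versus DMSO above a set limit, roughly screen mean plus 3 SD, cut at about 180% in these data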;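 also: median GFP fluorescence of the barcode-gated MEP2-GFP cells per well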
RPL19A TOR yeast: RPL19A-GFP expression modulators in yeast, primary screen, cell-based, S. cerevisiae, multiplex flow cytometry, MLPCN. S. cerevisiae RPL19A-GFP strain, 3 h; active compounds read low. percent response vs DMSO, % at 10 µM. 0.3% of 330,000 active;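 active = percent response vs DMSO below 50%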;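 also: median channel GFP fluorescence of the barcoded RPL19A-GFP strain; ratio of sample median GFP to plate DMSO average so 100% = DMSO; lower means less RPL19A-GFP as with rapamycin TOR inhibition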
procasp7 counter: procaspase-7 activators, primary screen, counter-screen for procaspase-3 activator project, biochemical, absorbance, HTS, human | activation, % at 8.5 µM | Caspase-7 (Homo sapiens), P55210 | 0.093% of 330,000 active | recombinant procaspase-7, Ac-DEVD-pNA absorbance 405 nm; D23A/D198A/D206A triple mutant, cannot self-cleave; scale: DMSO 0, 5 µM enzyme 100 | AID 463210, 2010;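 active = percent activation above the screen-wide mean plus 3 SD, cut at about 25% in these data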
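Material: Procaspase-7 triple mutant (PC-7 D3A) | Quantity: 2 µM procaspase-7 mutant as dispensed | Reagent: DEVD-pNA substrate | Times: 1 h preincubation, 2 h reaction | Technique: 405 nm absorbance of p-nitroaniline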
AHR act: AHR activators, primary screen, cell-based, luminescence, luciferase reporter, human | activation, % at 5 µM | AID 2796, 2010 | Aryl hydrocarbon receptor (Homo sapiens), P35869 | AHR-responsive luciferase reporter cells | 2.5% of 320,000 active; in the data active = activation above about 47%;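 also: 0% = vehicle wells and 100% = reference agonist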
* marks the source's active call; other numbers are inactive results; · = no result given. The order is random; 3.8% or so of the library scored in one or more.

Sample of the layout (2 entries):
smiles | proCasp3 act | ZTA DNA inh | LAP4-GFP MLPCN | EBNA-1 inhibitor | MEP2 TOR yeast | RPL19A TOR yeast | procasp7 counter | AHR act
COC(=O)c1ccc2c(=O)[nH]c(COC(=O)CCC(=O)c3ccc(Cl)cc3)nc2c1 | -6 | 10 | 100 | 14 | 91 | 86 | -1 | 3
Cn1c(SCC(=O)NCc2cccs2)nnc1-c1ccncc1 | 5 | 6 | · | 6 | 98 | 93 | 1 | 0

The list itself, from the start:
smiles | proCasp3 act | ZTA DNA inh | LAP4-GFP MLPCN | EBNA-1 inhibitor | MEP2 TOR yeast | RPL19A TOR yeast | procasp7 counter | AHR act
COC(=O)c1ccc2c(=O)[nH]c(COC(=O)CCC(=O)c3ccc(Cl)cc3)nc2c1 | -6 | 10 | 100 | 14 | 91 | 86 | -1 | 3
Cn1c(SCC(=O)NCc2cccs2)nnc1-c1ccncc1 | 5 | 6 | · | 6 | 98 | 93 | 1 | 0
O=C(COc1ccccc1-c1ccccc1)c1ccccc1 | -3 | 6 | 89 | 4 | 89 | 106 | -7 | 4
COc1cccc(-c2ccc(C#N)c(SCC(=O)NCCc3ccc(Cl)cc3)n2)c1 | 3 | -1 | 100 | 8 | 103 | 103 | 6 | 2
Cc1cccc(N2CCN(C(=O)Cc3ccccc3[N+](=O)[O-])CC2)c1C | 7 | 7 | 104 | 15 | 119 | 102 | 0 | 28
CCOC(=O)c1c(C)[nH]c(C(=O)Cn2nnc(-c3ccccc3)n2)c1C | 2 | 6 | 106 | 8 | 110 | 98 | -4 | 7
Cc1ccc(CSC2=NCCN2C(=O)c2ccco2)cc1 | 9 | 17 | 99 | 14 | 94 | 100 | 4 | 0
CCc1noc(C)c1C(=O)N(C)CC(=O)Nc1ccccc1C(F)(F)F | 8 | -21 | 97 | -12 | 97 | 94 | 3 | -1
COc1cccc(-c2cc(C(F)(F)F)c3c(N)c(C#N)sc3n2)c1 | 7 | 3 | 110 | -5 | 116 | 110 | 1 | 55*
Cc1cc(C(=O)NC2CCCN(Cc3ccccc3F)C2)no1 (stereo not given) | 0 | -4 | 98 | 11 | 98 | 104 | 13 | 1
Cc1ccc(N2NC(=O)/C(=C/c3ccc(-c4ccc(Cl)c(C(=O)O)c4)o3)C2=O)cc1C | -10 | 1 | 100 | -6 | 98 | 98 | -7 | 1
CCOc1ccc(C2CC(=O)c3c([nH]c(C(=O)OC)c3C)C2)cc1OC (stereo not given) | 2 | -24 | 109 | -1 | 106 | 99 | 8 | 6
CCCS(=O)(=O)Nc1cc(C(F)(F)F)ccc1OCCOC | 7 | -5 | 104 | 10 | 108 | 100 | 0 | 1
Cc1ccc(S(=O)(=O)NCCC(=O)NCc2ccc(Cl)cc2)cc1C | 15 | 9 | 111 | · | 109 | 110 | 5 | 0
CCOC(=O)C1CCCN(Cc2nc(CC3CC3)no2)C1 (stereo not given) | -2 | -2 | 98 | -5 | 91 | 95 | 2 | 1

3 of the compounds above, with values under each structure:
Below each SMILES: proCasp3 act, ZTA DNA inh, LAP4-GFP MLPCN, EBNA-1 inhibitor, MEP2 TOR yeast, RPL19A TOR yeast, procasp7 counter, AHR act
COC(=O)c1ccc2c(=O)[nH]c(COC(=O)CCC(=O)c3ccc(Cl)cc3)nc2c1
    -6, 10, 100, 14, 91, 86, -1, 3
Cn1c(SCC(=O)NCc2cccs2)nnc1-c1ccncc1
    5, 6, ·, 6, 98, 93, 1, 0
O=C(COc1ccccc1-c1ccccc1)c1ccccc1
    -3, 6, 89, 4, 89, 106, -7, 4

(cont.)
smiles | proCasp3 act | ZTA DNA inh | LAP4-GFP MLPCN | EBNA-1 inhibitor | MEP2 TOR yeast | RPL19A TOR yeast | procasp7 counter | AHR act
COc1ccc(S(=O)(=O)/C(C#N)=C/Nc2cccc(OC)c2)cc1 | 1 | -1 | 96 | 10 | 108 | 106 | -3 | 5
CCCCc1ccc(-c2ccc(Br)cc2O)nc1 | 0 | 3 | 103 | -3 | 104 | 103 | 0 | -2
Cc1cccc(C)c1N(CC(=O)NN=C1CCCCCC1)S(C)(=O)=O | 6 | -13 | 92 | 4 | 92 | 89 | -6 | 5
CCOC(=O)c1nc(Nc2cccc(C)c2)c2ccccc2n1 | 12 | -14 | 92 | 3 | 99 | 92 | -1 | -1
CC1CCN(c2ccc(NC(=O)c3cccnc3)cc2)CC1 | -5 | -1 | 99 | -4 | 97 | 100 | 14 | 8
O=C(N1CCN(CCO)CC1)N1c2ccccc2C=Cc2ccccc21 | 0 | -2 | 107 | 2 | 105 | 100 | 0 | 2
CSc1cccc(NC(=O)CCS(=O)(=O)c2cccc3nonc23)c1 | 6 | 5 | 103 | 5 | 100 | 105 | 5 | 6
Nc1cc(C(=O)N2CCN(c3ccc([N+](=O)[O-])cc3)CC2)ccc1N1CC2CC(C1)c1cccc(=O)n1C2 (stereo not given) | -6 | 6 | 102 | 8 | 104 | 108 | -6 | 2
COc1ccc(S(=O)(=O)N(C)C[C@H]2Oc3ccc(NS(=O)(=O)c4ccccc4)cc3C(=O)N([C@H](C)CO)C[C@@H]2C)cc1 | -4 | · | 87 | · | 82 | 87 | -3 | 1
COc1ccc(N2C(=O)CC(NCC#N)C2=O)cc1 (stereo not given) | -14 | -8 | 100 | 5 | 105 | 103 | -12 | -2
CC1CCCN(C(=O)C2CCN(S(=O)(=O)c3cccc4cccnc34)CC2)C1 (stereo not given) | 2 | -13 | 96 | -6 | 98 | 103 | -10 | 1
O=C(CSc1ncnc2c1cnn2-c1ccc(F)cc1)NC1CCCC1 | 7 | 6 | 84 | 0 | 98 | 99 | 11 | 1
CNC(=O)/C(=C\c1ccc([N+](=O)[O-])cc1)NC(C)=O | 8 | 13 | 93 | 6 | 92 | 96 | -13 | 0
CCOC(=O)C1CCCN(c2ncnc3c2oc2ccccc23)C1 (stereo not given) | -4 | -4 | 100 | -2 | 147 | 90 | 8 | 8
CC(NC(=O)COC(=O)CCN1C(=O)C2CC=CCC2C1=O)c1ccc(Br)cc1 (stereo not given) | 7 | -8 | 84 | · | 95 | 90 | -3 | 2

Sorted by heavy-atom count (low to high): four of the compounds above
smiles | proCasp3 act | ZTA DNA inh | LAP4-GFP MLPCN | EBNA-1 inhibitor | MEP2 TOR yeast | RPL19A TOR yeast | procasp7 counter | AHR act
O=C(COc1ccccc1-c1ccccc1)c1ccccc1 | -3 | 6 | 89 | 4 | 89 | 106 | -7 | 4
CCOC(=O)c1nc(Nc2cccc(C)c2)c2ccccc2n1 | 12 | -14 | 92 | 3 | 99 | 92 | -1 | -1
CCc1noc(C)c1C(=O)N(C)CC(=O)Nc1ccccc1C(F)(F)F | 8 | -21 | 97 | -12 | 97 | 94 | 3 | -1
COc1ccc(S(=O)(=O)N(C)C[C@H]2Oc3ccc(NS(=O)(=O)c4ccccc4)cc3C(=O)N([C@H](C)CO)C[C@@H]2C)cc1 | -4 | · | 87 | · | 82 | 87 | -3 | 1

Later entries:
smiles | proCasp3 act | ZTA DNA inh | LAP4-GFP MLPCN | EBNA-1 inhibitor | MEP2 TOR yeast | RPL19A TOR yeast | procasp7 counter | AHR act
O=C(NCc1ccco1)C(NS(=O)(=O)c1cccc2nsnc12)c1ccccc1 (stereo not given) | 1 | -2 | 90 | -3 | 99 | 98 | 5 | 1
Cc1onc(-c2ccccc2Cl)c1C(=O)Nc1ccc(N2CCOCC2)cc1 | 1 | -6 | 103 | -2 | 102 | 98 | -1 | 2
O=[N+]([O-])c1ccc(-n2cccn2)c(-c2nn[nH]n2)c1 | 2 | 10 | 92 | -6 | 94 | 98 | 3 | 0
CC1=CC(=O)C(C(C)C)=C/C1=N/OS(=O)(=O)c1ccccc1 | -6 | 1 | 216* | 0 | 77 | 73 | -1 | 5
COC1CCCN(Cc2c(C(=O)N3CCN(C4CCCCC4)CC3)nc3ccccn23)C1 (stereo not given) | 3 | -1 | 97 | -3 | 99 | 98 | -6 | 4
O=C(CN1C(=O)NC2(CCCCC2)C1=O)Nc1ccccc1N1CCCCC1 | 10 | 1 | 95 | · | 96 | 92 | -5 | 0
COc1ccc(NC(=O)N(C)C[C@H]2Oc3c(NC(=O)C4CCCCC4)cccc3C(=O)N([C@H](C)CO)C[C@@H]2C)cc1 | 3 | · | 86 | · | 97 | 89 | 3 | 1
CC(CC(=O)NC1CCCC1)c1ccccc1 (stereo not given) | 7 | -11 | 98 | 8 | 97 | 98 | -6 | 1
CC(C)(C)NC(=O)COC(=O)c1snc(C(=O)NC2CCCCC2)c1N | -7 | 0 | 102 | 2 | 98 | 97 | 6 | -1
COCC(=O)N1CCc2ccc(NC(=O)c3ccccc3Cl)cc2C1 | 6 | -2 | 85 | -10 | 98 | 95 | -1 | 1
CCOC(=O)C1CCCN(C(=O)COC(=O)c2ccc(C#N)cc2)C1 (stereo not given) | 4 | -3 | 94 | -7 | 99 | 100 | 0 | 1
Cc1ccc(C(=O)c2cncc(Br)c2)cc1 | -5 | -7 | 100 | -20 | 104 | 100 | 15 | -5
CCn1c(SCC(=O)Nc2ccc(S(N)(=O)=O)cc2)nnc1-c1cccc(OC)c1 | 1 | 1 | 101 | 9 | 98 | 103 | 2 | -6
CCC(C)(C(=O)NC1CCCC1)N(Cc1ccco1)C(=O)Cc1cccs1 (stereo not given) | 6 | -12 | 96 | -6 | 97 | 101 | 4 | 0
CCOC(=O)Cc1cc(=O)n2[nH]c(C(C)(C)C)cc2n1 | -3 | 8 | 107 | 12 | 99 | 97 | 9 | 3
COc1cc(C(C(=O)NC2CCCC2)N(C(=O)Cc2cccs2)C2CC2)cc(OC)c1OC (stereo not given) | -3 | -8 | 104 | 3 | 102 | 95 | -4 | 0
O=C(NNc1c(Cl)cc(Cl)cc1Cl)C1CCC1 | 10 | -31 | 96 | -6 | 103 | 100 | 13 | 0
CCCn1c(SCC(=O)c2c(C)[nH]c(C)c2C(=O)OCC)nc2ccccc21 | 7 | 7 | 91 | 11 | 105 | 100 | 5 | 26
O=C1C2C3C=CC(CC3)C2C(=O)N1/N=C/c1ccccc1O (stereo not given) | -10 | 2 | 95 | -6 | 98 | 100 | 4 | -4
CCn1cc(C(=O)N2CCN(c3ccc([N+](=O)[O-])cc3)CC2)c(=O)c2ccc(C)nc21 | -13 | 4 | 101 | -5 | 100 | 100 | -7 | -2
CCn1c(C)nc2c(=O)oc3ccccc3c21 | 9 | 5 | 112 | -2 | 103 | 107 | 0 | 2
Cc1ccc(/C=N/n2c(C)nc3ccccc3c2=O)o1 | -2 | 6 | 99 | -1 | 105 | 108 | 17 | 10
